Source: PubChem BioAssay
Rpn11 inh = inhibitors of human proteasome Rpn11. O00487. AID 588493. calls only at 20 µM. 360,000 compounds, 0.59% hits. human 26S proteasome, Ub4-pepOG fluorescence polarization; 20S core pre-blocked with epoxomicin;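 active = inhibition at 20 µM, scaled to each plate's controls, above about 33%, limit read from the data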
NRP1-CendR mod = modulators of CendR peptide binding to human neuropilin-1 | FAM-RPARPAR peptide binding to NRP-1, fluorescence polarization | inhibition, % at 25 µM | 360,000 compounds, 0.85% hits;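 active = inhibition or corrected inhibition above about 18%, plus a signal ratio from 0.5 to 1.5, limit read from the data, passing the limit was not always enough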; also: strong numbers were not always called active
Scp-1 inhibitor = inhibitors of human Scp-1 phosphatase | inhibition, % at 20 µM | 340,000 compounds, 0.88% hits | Recombinant Scp1, phosphopeptide, malachite green phosphate absorbance | Q9GZU7 | AID 493091;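 active = inhibition above about 50% at 20 µM, limit read from the data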;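 also: plate controls were DMSO wells with enzyme for no effect and wells lacking enzyme for full effect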
Target sequence (Q9GZU7 76-261 limits assumed): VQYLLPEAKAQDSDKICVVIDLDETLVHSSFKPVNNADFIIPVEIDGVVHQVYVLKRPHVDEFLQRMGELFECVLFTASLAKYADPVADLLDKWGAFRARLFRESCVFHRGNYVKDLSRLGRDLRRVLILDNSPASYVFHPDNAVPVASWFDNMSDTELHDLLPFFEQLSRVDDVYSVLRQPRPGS
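Assay system: SCP-1 catalytic fragment, aa 76-261 | Buffer or medium: Tris acetate buffer pH 5.5 with MgCl2 and Tween-20 | Compound: One concentration, 20 µM, with 1.0% DMSO | Also added: Phospho 17-mer peptide substrate | Signal: Absorbance at 630 nm | Incubation: 45 min enzyme reaction at room temperature | Measure: % inhibition of SCP-1 phosphate liberation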
SKN-1 block = inhibitors of C. elegans SKN-1; C. elegans VP596 Pgst-4::GFP/RFP ratio, acrylamide-induced, 24 h; 360,000 compounds, 0.49% hits; AID 624304; inhibition, % at 21.8 µM;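 active = interference check ratio from 0.5 to 1.5 plus GFP to RFP signal ratio inhibition reaching or exceeding a fixed threshold, cut at about 30% in these data, passing the limit was not always enough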; also: some compounds called inactive have numbers as strong as hits
NadD inh = inhibitors of Staphylococcus aureus NadD | AID 602399 | inhibition, % at 20 µM | purified NadD enzyme, colorimetric absorbance read-out | 360,000 compounds, 0.78% hits; in the data active = inhibition above about 26%; also: some compounds past the cut are filed as inactive
LMPTP inh = blocks human LMPTP phosphatase; inhibition, % at 20 µM; 360,000 compounds, 0.22% hits; recombinant LMPTP-A, OMFP fluorogenic substrate, fluorescence intensity; AID 651560;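 active = compounds that cut the enzyme signal by at least half of the control window in the single-dose screen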;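 also: plate controls were DMSO wells with enzyme plus substrate for no effect and substrate without enzyme for full effect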
Target sequence (P24666 whole entry, looked up): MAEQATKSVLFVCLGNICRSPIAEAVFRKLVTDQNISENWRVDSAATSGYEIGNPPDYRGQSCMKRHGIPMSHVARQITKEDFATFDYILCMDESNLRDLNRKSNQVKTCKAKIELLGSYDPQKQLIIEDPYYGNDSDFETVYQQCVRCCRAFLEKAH
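Test system – LMPTP-A enzyme · Amount – LMPTP-A at 0.625 nM final in the reaction · Buffer or medium – Bis-Tris pH 6.0, DTT, detergent · Reagent – OMFP 400 µM · Doses – single 20 µM dose · Schedule – reaction 50 min, room temperature, dark · Detection – fluorescence intensity of OMFP turnover product · Evaluation – percent inhibition versus substrate-only and uninhibited controls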
STEP inh = inhibitors of human striatal-enriched phosphatase STEP; P54829; recombinant STEP, OMFP fluorogenic substrate, fluorescence; inhibition, % at 20 µM; 360,000 compounds, 0.25% hits; AID 588621;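 active = inhibition at 20 µM, scaled per plate between control wells, above about 37%, limit read from the data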;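 also: 0% = DMSO with enzyme and substrate and 100% = substrate only without enzyme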
Target sequence (P54829 whole entry, looked up): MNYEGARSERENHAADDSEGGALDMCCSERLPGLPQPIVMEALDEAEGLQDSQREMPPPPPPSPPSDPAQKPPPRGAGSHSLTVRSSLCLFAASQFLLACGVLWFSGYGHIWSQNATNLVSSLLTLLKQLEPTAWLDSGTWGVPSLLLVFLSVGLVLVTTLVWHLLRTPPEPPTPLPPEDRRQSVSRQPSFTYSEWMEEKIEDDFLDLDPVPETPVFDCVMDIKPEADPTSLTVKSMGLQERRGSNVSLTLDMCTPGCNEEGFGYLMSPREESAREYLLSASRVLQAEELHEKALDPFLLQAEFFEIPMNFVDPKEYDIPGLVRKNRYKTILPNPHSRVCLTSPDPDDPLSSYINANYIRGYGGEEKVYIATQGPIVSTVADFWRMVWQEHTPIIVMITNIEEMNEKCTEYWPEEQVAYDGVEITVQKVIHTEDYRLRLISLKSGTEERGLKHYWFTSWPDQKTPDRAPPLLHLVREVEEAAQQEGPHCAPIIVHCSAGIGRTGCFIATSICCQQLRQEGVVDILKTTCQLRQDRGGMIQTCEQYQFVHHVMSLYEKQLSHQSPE
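Assay system: isolated STEP enzyme / Timing: 20 min at room temperature, dark / Doses: 20 µM, 1% DMSO / Technique: fluorescence intensity, excitation 480 nm, emission 540 nm / Reagent: fluorogenic phosphatase substrate OMFP at 25 µM final / Measure: percent inhibition scaled to no-enzyme and uninhibited-enzyme controls, plate-pattern corrected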
DNMT1 block = blocks human DNA methyltransferase DNMT1; P26358; DNMT1 molecular beacon, Hinp1I cleavage, fluorescence; inhibition (reported as % activation of signal), % at 10 µM; 360,000 compounds, 0.83% hits; AID 588458; in the data active = inhibition above about 50%
SUMO1-SIM PPI = modulators of human SUMO1-mediated protein-protein interactions; SUMO1 binding to a labelled peptide, TR-FRET, 1 h; 360,000 compounds, 0.33% hits; P63165; AID 602429; inhibition, % at 20 µM; in the data active = inhibition above about 37%
Target sequence (P63165 whole entry, looked up): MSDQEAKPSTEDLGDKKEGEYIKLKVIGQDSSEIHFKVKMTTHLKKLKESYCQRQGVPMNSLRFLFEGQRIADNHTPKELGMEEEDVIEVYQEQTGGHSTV
MT1-MMP act inh = blocks activation of human MT1-MMP; 360,000 compounds, 0.061% hits; P50281; AID 651647; HT1080 RFP-PRO-GFP cells, GFP/RFP ratio fluorescence, overnight; percent of plate control window, DMSO zero; GFP/RFP ratio change, % at 20 µM;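 active = GFP/RFP ratio change of at least 30% with cell ATP level not reduced by more than half and red fluorescence within 50% of control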; also: strong numbers were not always called active
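Assay system: HT1080 cells carrying an RFP-PRO-GFP reporter | Dosing: Single dose of 20 µM compound, 1% DMSO final | Incubation: Cells overnight before dosing, compound overnight, 37 °C, 5% CO2 | Evaluation: GFP/RFP fluorescence ratio | Control set: DMSO and RFP-L50D-GFP cell wells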
An asterisk follows results filed as active; i = inactive; . = no result given.

Rpn11 inh,NRP1-CendR mod,Scp-1 inhibitor,SKN-1 block,NadD inh,LMPTP inh,STEP inh,DNMT1 block,SUMO1-SIM PPI,MT1-MMP act inh,Compound
i,6,1,-9,6,-1.2,4,0,1,1,CNC(=O)CSc1nnc(-c2cccc(S(=O)(=O)N3CCOCC3)c2)n1-c1ccc(F)cc1
i,3,-1,6,0,-1.2,3,-4,-1,-1,O=C(O)C1CCCCC1C(=O)NCCc1ccc(F)cc1 (stereo not drawn)
i,4,-3,7,3,3.2,1,-2,-14,2,Cc1cc(NC(=O)c2cnn3c(C(F)(F)F)cc(-c4ccccc4)nc23)no1
i,12,-9,-3,-3,-1.8,-2,0,-5,6,COc1ccc(S(=O)(=O)Nc2cccc(-n3cnnn3)c2)cc1
i,0,-8,21,2,0.2,0,0,-17,2,COCCCn1c(C(=O)NCCC2=CCCCC2)cc2c(=O)n3ccccc3nc21
i,-10,-5,-1,-2,-1.4,-3,0,-3,3,COc1ccccc1N(CC(=O)NC(C)(C)C)C(=O)c1ccc(Cl)nc1
i,8,-20,19,-9,2.0,0,-3,-4,-8,COc1cccc(CN2C(=O)C(C)N(C(=O)c3c(F)cccc3F)c3ccccc32)c1 (stereo not drawn)
i,2,-3,6,1,4.3,0,-11,0,-3,COc1ccc(Cl)cc1Nc1nc(-c2cccnc2)cs1
i,-4,.,2,-4,-1.7,-3,-4,-2,-3,Cc1ccccc1-c1cnc(C(O)c2c(C)ccc3ccccc23)[nH]1 (stereo not drawn)
i,-4,-2,-12,-2,-0.8,-1,5,-2,2,COc1ccc(S(=O)(=O)CCC(=O)NCCc2ccc(S(N)(=O)=O)cc2)cc1
i,1,-1,0,-10,-0.1,0,-4,0,2,COc1cccc(CCC(=O)Nc2cccc(S(=O)(=O)N3CCCC3)c2)c1OC
i,-14,-9,8,2,0.1,-3,0,4,0,O=Cc1ccc(Cl)c(Cl)c1
i,-2,.,10,1,-1.8,3,2,6,1,Cc1nnsc1C(=O)N1CCCC1(C)C(=O)O (stereo not drawn)
i,1,-2,28,-4,0.7,0,2,-15,3,CCOC(=O)C1CCN(CC(O)COc2ccc(S(=O)(=O)N3CCCC3)cc2[N+](=O)[O-])CC1 (stereo not drawn)
i,4,-5,0,-8,-0.6,-5,-2,-1,4,COc1ccc(NC(=O)c2ccccc2F)cc1Cl
i,-1,6,-10,-2,-0.2,-2,18,3,-4,CC(C)=C(NC(=O)c1ccccc1)C(=O)Nc1cccc(C(=O)O)c1
i,6,-6,-2,-4,-0.8,-1,0,3,-2,CN(CC(=O)NC1(C)CCS(=O)(=O)C1)S(=O)(=O)c1ccc(Cl)cc1 (stereo not drawn)
i,-4,-3,-3,-1,0.4,14,2,2,1,Cc1cccc(C)c1Nc1nnc(SCC(=O)NCc2ccco2)s1
i,10,-8,-3,-1,-0.3,1,-3,-1,4,Cc1ccc(-n2c(CNc3ccc(F)cc3)nnc2SCC(=O)O)cc1
i,-5,-9,-10,-10,0.2,-3,-4,1,4,O=C(COc1ccc(Cl)cc1)NCc1nnc(SCC(=O)Nc2ccc3c(c2)OCCO3)o1
i,3,-5,-8,-4,-0.5,0,2,2,4,Cc1ccccc1NC(=O)Nc1cc(-c2ccccc2)nn1C
i,-1,-11,-8,-4,-0.9,9,4,-13,4,O=C(O)c1ccc2c(c1)C(=O)N(CCC1=CCCCC1)C2=O
i,8,-10,9,5,0.8,1,-1,1,4,Cc1cccc2cc(CN(CCN3CCOCC3)C(=O)NCc3ccccc3)c(=O)[nH]c12
i,0,-8,2,5,0.0,0,2,1,-3,O=C(CCn1nnnc1CN1CCOCC1)N1CCC(c2ccccc2Cl)C1 (stereo not drawn)
i,6,-6,-4,3,-1.0,-3,-2,-1,3,Cn1c2c(c(=O)n(C)c1=O)C(c1cc3c(cc1Br)OCO3)CC(=O)N2 (stereo not drawn)
i,16,-5,14,3,1.8,-1,8,4,11,CCCC(C(=O)O)N1C(=O)/C(=C2\C(=O)N(C)c3ccccc32)SC1=S (stereo not drawn)
i,-30,-8,14,11,0.4,0,8,0,1,O=C(N/N=C\c1cccc(F)c1)c1ccc(-c2ccccc2)cc1
i,-8,-1,7,-1,0.1,-1,-2,1,4,CSc1ncccc1C(=O)OCC(=O)c1cc(C)n(CC2CCCO2)c1C (stereo not drawn)
i,-6,.,-7,-4,-1.1,0,6,-2,-3,C[C@@H]1CN([C@@H](C)CO)C(=O)CCCn2nncc2CO[C@H]1CN(C)Cc1ccccc1C(F)(F)F
i,4,25,-5,2,0.2,-1,2,0,5,CNC(=S)N/N=C/c1c(C)nn(-c2cccc(Cl)c2)c1Cl
.,-27,.,-13,.,1.7,.,.,-15,-2,COc1ccc(NC(=O)C(c2ccnc3ccccc23)n2c(=O)c(-c3ccco3)nc3ccccc32)cc1 (stereo not drawn)
i,2,-10,6,-5,-0.1,-3,2,1,1,Cc1ccc(S(=O)(=O)N2CCC(C(=O)OC(C)C(=O)N3CCOCC3)CC2)cc1 (stereo not drawn)
i,-7,6,-16,-2,-0.6,-4,2,2,4,O=C(NCc1cccc(Cl)c1)C1CCC(=O)N(CCCN2CCOCC2)C1 (stereo not drawn)
i,5,-3,-7,-2,1.6,-2,-1,4,6,Cc1cc(C)n(CCNCc2c(C(=O)N3C[C@@H](C)O[C@@H](C)C3)nc3ccc(Cl)cn23)n1
i,4,-8,-26,-12,0.0,0,-3,6,2,CCOc1ccccc1NC(=O)NC1CCCc2ccccc21 (stereo not drawn)
i,-3,7,0,-2,0.0,-1,-4,2,1,CC(C)=C1SC(N2CCN(c3ccc(Cl)cc3)CC2)=NC1=O
i,-11,-1,10,6,-0.5,4,-5,-5,-1,CN(C)c1ccc(C(=S)N2CCCCCC2)cc1
i,-5,-3,-31,0,-2.0,-1,-1,-6,3,Cc1cc(O)c(C(C)C)cc1NC(=O)Cn1nc(C)c2ccccc2c1=O
i,6,9,-13,67*,4.2,7,-17,7,4,Cc1ccc(C(C)(C)C)cc1S(=O)(=O)N1CCC(C(=O)N2CCN(c3ccc(O)cc3)CC2)CC1
i,-6,-9,19,8,3.9,-2,-3,0,-2,N#Cc1cccc(S(=O)(=O)NCC(=O)OCC(=O)c2ccc[nH]2)c1
i,-2,-7,13,-5,2.1,-1,-4,-2,6,COc1ccc(C(=O)c2c(-c3ccc(OC)cc3)oc3ccccc23)cc1
i,1,-11,17,8,0.8,2,0,-5,0,Cc1[nH]c2ccc(C(=O)NCCN3CCOCC3)cc2c1C
i,15,-4,1,0,-0.7,-1,-4,2,1,COc1ccc(CC(NC(C)=O)C(=O)NC2CCN(C(=O)c3ccncc3)CC2)cc1OC (stereo not drawn)
i,-7,19,1,12,-1.3,2,0,-2,2,CCc1cccc(NC(=O)Cn2c3[n+](c4ccc(C(F)(F)F)cc42)CCCCC3)c1
i,10,1,-11,-2,-3.2,-2,1,-1,1,CCOC(=O)N1CCN(CC(O)COCc2ccc(Cl)cc2)CC1 (stereo not drawn)
i,1,-5,-3,6,2.3,0,-1,0,2,C/C(=C/c1ccccc1)C(=O)N1CCN(c2ccccc2F)CC1
i,9,-6,5,4,-1.7,-1,-1,-1,-1,S=C(Nc1ccc2nccnc2c1)N1CCCC1
i,4,-10,-1,-3,-0.1,1,4,7,1,O=C(CSc1nnc(-c2c[nH]c3ccccc23)o1)NCC1CCCO1 (stereo not drawn)

Arranged by the number under NRP1-CendR mod (ascending): 3 from the list above
smiles | Rpn11 inh | NRP1-CendR mod | Scp-1 inhibitor | SKN-1 block | NadD inh | LMPTP inh | STEP inh | DNMT1 block | SUMO1-SIM PPI | MT1-MMP act inh
C/C(=C/c1ccccc1)C(=O)N1CCN(c2ccccc2F)CC1 | i | 1 | -5 | -3 | 6 | 2.3 | 0 | -1 | 0 | 2
S=C(Nc1ccc2nccnc2c1)N1CCCC1 | i | 9 | -6 | 5 | 4 | -1.7 | -1 | -1 | -1 | -1
COc1ccc(CC(NC(C)=O)C(=O)NC2CCN(C(=O)c3ccncc3)CC2)cc1OC (stereo not drawn) | i | 15 | -4 | 1 | 0 | -0.7 | -1 | -4 | 2 | 1

Later entries
Rpn11 inh,NRP1-CendR mod,Scp-1 inhibitor,SKN-1 block,NadD inh,LMPTP inh,STEP inh,DNMT1 block,SUMO1-SIM PPI,MT1-MMP act inh,Compound
i,3,-7,11,-4,0.9,-2,3,7,4,O=C(NCc1ccccn1)Nc1ccc(F)cc1F
i,4,-3,-13,-4,-0.9,-2,3,-6,2,CCN1C(=O)N[C@@H](c2cccc(C(F)(F)F)c2)C(C(C)=O)=C1C
i,9,-3,17,1,-1.3,-1,3,1,-3,CN(C1CCCCC1)S(=O)(=O)c1cc2c3c(c1)CCN3C(=O)CC2
i,-10,3,-14,-2,-2.0,-4,3,0,19,Cc1occc1-c1nnc(SCC(=O)NC(C)(C)C)n1C(C)c1ccccc1 (stereo not drawn)
i,6,-3,-6,-6,-3.9,3,2,-2,2,S=C(NCCN1CCCCC1)Nc1ccccc1

Whole records as entered above.
CN(C1CCCCC1)S(=O)(=O)c1cc2c3c(c1)CCN3C(=O)CC2 is listed as Rpn11 inh: i; NRP1-CendR mod: 9; Scp-1 inhibitor: -3; SKN-1 block: 17; NadD inh: 1; LMPTP inh: -1.3; STEP inh: -1; DNMT1 block: 3; SUMO1-SIM PPI: 1; MT1-MMP act inh: -3
COc1cccc(CCC(=O)Nc2cccc(S(=O)(=O)N3CCCC3)c2)c1OC is listed as Rpn11 inh: i; NRP1-CendR mod: 1; Scp-1 inhibitor: -1; SKN-1 block: 0; NadD inh: -10; LMPTP inh: -0.1; STEP inh: 0; DNMT1 block: -4; SUMO1-SIM PPI: 0; MT1-MMP act inh: 2
